Screening data from PubChem BioAssay.
EPAC1 ag = qHTS for Agonist of cAMP-regulated guanine nucleotide exchange factor 3 (EPAC1): primary screen. EPAC1 agonist qHTS, biochemical assay; response scale: 100% = response to 6.5 mM cAMP. Potency, µM (series often up to 154 µM), without a hit: at the top dose activation, most hits filed as activators. 360,000 compounds, 0.073% hits; further: potency means the concentration at half of the fitted maximal effect; nearly all actives have a fitted effect of over 60% in size
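EPAC1 100 nM, Rap1B–BODIPY-GDP 250 nM, unlabeled GDP 50 uM; compound titration; 5 min RT; kinetic read ex480/em540 at 5-min intervals ×30 min; data normalized to 6.5 mM cAMP agonist control.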
IL-2 act = qHTS of IL-2 Activators; IL-2 activation reporter assay, cell-based qHTS; stimulated with anti-CD3/CD4/CD28 beads; in transgenic mouse T cells; activation, % (series mostly up to about 46 µM); 360,000 compounds, 0.065% hits; AID 652025, 2013; in the data active means activation above about 50%; inconclusive means mostly about 30% to 49%; further: 0% is about no effect
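Readout: EGFP and DsRed signals by fluorescent plate cytometry. Unstimulated transgenic mouse T cells received compound 60 min before antibody-bead stimulation, then incubated 18 h at 37 degrees C.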
FUS yeast rescue = qHTS for Suppressors of FUS Proteinopathy: Primary screen using FUS-linked yeast assay; Potency, µM (titrated, usually from 76.6 µM), for inactives: top-dose growth rescue (activation), hits mostly activators; 390,000 compounds, 0.24% hits; S. cerevisiae FUS-expressing, growth rescue, OD600, 24 h;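 further: potency means the concentration at half of the fitted maximal effect; plate controls were DMSO vehicle for no effect and reference control for full effect; nearly all actives have a fitted effect of over 55% in size; some results filed as inactive show a strong effect at the top dose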
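S. cerevisiae expressing FUS from galactose induction served as the toxicity model. Growth after 24hr at 30C, read as absorbance at 600 nm, indicates suppression of toxicity; compounds dosed at several concentrations.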
Abeta rescue = qHTS for compounds that reverse cellular toxicity of Amyloid beta (A-beta) peptide in yeast: Primary Screen | yeast expressing A-beta42, growth rescue, OD600, 48 h; response scale: 0% DMSO, 100% iron-clioquinol control | 410,000 compounds, 0.063% hits | Potency, µM (titrated, usually from 46.1 µM), for the others: at the top dose growth rescue, usual class: activators; further: potency means the concentration at half of the fitted maximal effect; nearly all actives have a fitted effect of over 55% in size
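Growth rescue measured by 600 nm absorbance after 48 h yeast culture at 30 C with compound. Values normalized between DMSO and an equimolar ferric chloride plus clioquinol control.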
PLK1 PBD block = qHTS for Inhibitors of PLK1-PDB (polo-like kinase 1 - polo-box domain): Primary Screen | Plk1 PBD binding of FITC phosphopeptide, fluorescence polarization | Potency, µM, for the others: max response, negative = inhibition, usual class: inhibitors | 360,000 compounds, 2.8% hits; further: potency means the concentration at half of the fitted maximal effect; series mostly up to about 57 µM; on the % scale 0 is the no-effect control and ±100 the full control effect; nearly all actives have a fitted effect of over 65% in size
Target sequence (P53350 whole entry, looked up, the tested form may be a part): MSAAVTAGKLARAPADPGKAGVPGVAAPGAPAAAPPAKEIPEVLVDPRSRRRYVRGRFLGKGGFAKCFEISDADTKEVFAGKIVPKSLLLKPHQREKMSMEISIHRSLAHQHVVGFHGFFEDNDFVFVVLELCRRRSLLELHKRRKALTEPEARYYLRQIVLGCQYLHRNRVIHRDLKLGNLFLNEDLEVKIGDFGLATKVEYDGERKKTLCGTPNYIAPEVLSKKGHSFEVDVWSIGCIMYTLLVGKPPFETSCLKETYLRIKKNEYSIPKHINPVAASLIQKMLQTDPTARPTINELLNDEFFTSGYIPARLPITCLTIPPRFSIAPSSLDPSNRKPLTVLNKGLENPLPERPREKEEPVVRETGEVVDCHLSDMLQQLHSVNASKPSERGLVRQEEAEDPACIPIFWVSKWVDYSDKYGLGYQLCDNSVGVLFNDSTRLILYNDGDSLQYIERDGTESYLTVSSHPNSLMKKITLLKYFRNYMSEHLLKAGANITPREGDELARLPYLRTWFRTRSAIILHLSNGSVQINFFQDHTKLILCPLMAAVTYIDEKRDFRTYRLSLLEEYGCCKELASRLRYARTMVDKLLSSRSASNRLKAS
EPAC1 antag = qHTS for Antagonist of cAMP-regulated guanine nucleotide exchange factor 3 (EPAC1): primary screen; Rap guanine nucleotide exchange factor 3 (Homo sapiens), O95398; EPAC1 GEF assay, Rap1b-BODIPY-GDP exchange fluorescence; Potency, µM (highest dose often 115 µM), for the others: at the top dose activity change, negative = inhibition, hits mostly inhibitors; 360,000 compounds, 0.14% hits;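 further: potency means the concentration at half of the fitted maximal effect; plate controls were vehicle for no effect and positive control for full effect; nearly all actives have a fitted effect of over 50% in size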
PI5P4Ka inh = qHTS for Inhibitors of phosphatidylinositol 5-phosphate 4-kinase (PI5P4K); AID 652105, 2013; 330,000 compounds, 1.2% hits; max response, %; PI5P4Kalpha enzyme, ADP-Glo luminescence, 60 min; active compounds read low; active means max response of -50% or lower; inconclusive means between -30% and -50%; inactive means -30% or higher; further: value at the top dose of about 77 µM; on the % scale 0 is the no-effect control and ±100 the full control effect
Target sequence (P48426 whole entry, looked up): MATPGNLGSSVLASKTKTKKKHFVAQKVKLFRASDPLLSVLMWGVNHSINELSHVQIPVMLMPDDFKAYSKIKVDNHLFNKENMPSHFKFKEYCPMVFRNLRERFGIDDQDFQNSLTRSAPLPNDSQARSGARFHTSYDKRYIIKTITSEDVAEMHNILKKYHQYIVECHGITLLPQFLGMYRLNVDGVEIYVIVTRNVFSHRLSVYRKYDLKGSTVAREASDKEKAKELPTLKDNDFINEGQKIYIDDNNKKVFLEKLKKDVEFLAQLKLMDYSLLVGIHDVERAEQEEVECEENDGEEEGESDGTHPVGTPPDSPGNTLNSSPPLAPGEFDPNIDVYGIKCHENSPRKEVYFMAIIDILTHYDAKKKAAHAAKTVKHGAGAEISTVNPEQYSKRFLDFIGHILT
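ADP-Glo luminescence end-point after a 60 min room-temperature kinase reaction. PI5P4Kalpha and substrate in HEPES pH 7.4 buffer with EGTA, 0.1% CHAPS and 5% DMSO; ATP at 5 microM final.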
WRN helicase inh = qHTS for Inhibitors of WRN Helicase | Potency, µM (series often up to 114 µM), for inactives: at the highest dose activity change, negative = inhibition, most hits filed as inhibitors | 360,000 compounds, 0.46% hits | WRN helicase unwinding, fluorescent forked duplex, kinetic; further: potency means the concentration at half of the fitted maximal effect; on the % scale 0 is the no-effect control and ±100 the full control effect; nearly all actives have a fitted effect of over 55% in size
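Kinetic red-fluorescence monitoring (525/598 nm) tracks WRN helicase activity after 100 nM fluorophore-quencher forked duplex and 2 mM ATP are added to 20 nM enzyme pretreated 15 min at room temperature with compound.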
* = called active by the depositor; ? = inconclusive; . = no result given; [ ] = dose if it differs, or a comment. Unless noted, the call rests on the fitted dose curve; in most records, active means well fitted curve in the direction sought with a large enough effect; inconclusive means small, poorly fitted or top-dose-only effect, or another doubt; inactive means no such curve, though single readings can be large; an effect the other way counts as inactive or inconclusive.

Labels used below: A = EPAC1 ag; B = IL-2 act; C = FUS yeast rescue; D = Abeta rescue; E = PLK1 PBD block; F = EPAC1 antag; G = PI5P4Ka inh; H = WRN helicase inh
COc1cc2c(cc1NC(=O)COCC(=O)O)oc1ccccc12
  A: 7%; B: -0.2; C: 13%; D: -4%; E: ?; F: 34%[activator]; G: -1; H: 4%

CCNc1nc(-c2cc3ccccc3o2)cs1
  A: 8%; B: -3.7; C: 10%; D: 10%; E: ?; F: -13%; G: 2; H: -20%

COC(=O)/C=C1\OC(C2CC2)c2ccccc21 (centres undefined)
  A: 13%; B: 1.1; C: 17%; D: 11%; E: -22%; F: 15%; G: 6; H: 1%

O=C(N/N=C/c1cccs1)c1n[nH]c2c1CCC2
  A: 6%; B: 1.1; C: -14%; D: 11%; E: -6%; F: -6%; G: -15; H: -3%

O=C(O)C1=C(C(=O)O)C2CCC1C2
  A: 13%; B: 2.7; C: -12%; D: 13%; E: -4%; F: 9%; G: 0; H: -3%

CC(C)(C)OC(=O)NCCCCCNC(=O)c1ncn2c1c(=O)[nH]c1ccccc12
  A: -4%; B: -1.1; C: 5%; D: -10%; E: -4%; F: -4%; G: 1; H: 0%

C[C@@H]1CN([C@H](C)CO)C(=O)CCCn2nncc2CO[C@H]1CN(C)Cc1ccc(Oc2ccccc2)cc1
  A: -15%; B: -2.6; C: -26%; D: 0%; E: 3%; F: 9%; G: -3; H: -5%

Cc1ccc(NC(=O)Nc2ccccc2F)cc1S(=O)(=O)N1CCOCC1
  A: 9%; B: 0.0; C: -5%; D: -5%; E: 6%; F: -6%; G: 1; H: 4%

COc1cc(CN(C)Cc2cccc3ccccc23)cc([N+](=O)[O-])c1O
  A: 5%; B: -0.4; C: -13%; D: 2%; E: -19%; F: -17%; G: 4; H: -9%

O=C(CN1C(=O)c2ccc(Br)cc2C1=O)NCC1CCCO1 (centres undefined)
  A: 3%; B: -0.5; C: -5%; D: 18%; E: -15%; F: 5%; G: -1; H: 0%

O=C(CN(c1ccccc1)S(=O)(=O)c1ccc(Cl)cc1)Nc1ccccc1C(=O)N1CCCC1
  A: 6%; B: -0.7; C: 31%; D: 9%; E: 2%; F: -11%; G: .; H: -3%

COc1ccccc1/C=N\Nc1ccccc1[N+](=O)[O-]
  A: -2%; B: 0.4; C: -7%; D: -7%; E: 1%; F: 5%; G: 11; H: -20%

CC1Cc2ccccc2N1CC(=O)N(C)c1c(N)n(Cc2ccccc2)c(=O)[nH]c1=O (centres undefined)
  A: 16%; B: -0.3; C: ?; D: 2%; E: 6%; F: 1%; G: 0; H: 2%

COc1ccccc1NC(=O)CCCc1c[nH]c2ccccc12
  A: 6%; B: 0.9; C: 15%; D: 22%; E: 0%; F: -22%; G: 1; H: -12%

C1=C2C[N+]3(CCCC3)CC2Cc2ccc3ccccc3c21 (centres undefined)
  A: 0%; B: 1.2; C: -2%; D: 0%; E: -4%; F: 0%; G: 16; H: 28%

Complete entries from above. Values in the order: EPAC1 ag, IL-2 act, FUS yeast rescue, Abeta rescue, PLK1 PBD block, EPAC1 antag, PI5P4Ka inh, WRN helicase inh
Shown for COc1cc(CN(C)Cc2cccc3ccccc23)cc([N+](=O)[O-])c1O : 5%, -0.4, -13%, 2%, -19%, -17%, 4, -9%
Shown for CCNc1nc(-c2cc3ccccc3o2)cs1 : 8%, -3.7, 10%, 10%, ?, -13%, 2, -20%

Some values from the entries so far.
CC(C)(C)OC(=O)NCCCCCNC(=O)c1ncn2c1c(=O)[nH]c1ccccc12 | PI5P4Ka inh: 1
COc1cc2c(cc1NC(=O)COCC(=O)O)oc1ccccc12 | PI5P4Ka inh: -1
Cc1ccc(NC(=O)Nc2ccccc2F)cc1S(=O)(=O)N1CCOCC1 | PI5P4Ka inh: 1
CCNc1nc(-c2cc3ccccc3o2)cs1 | EPAC1 ag: 8%

(next part)
Labels used below: A = EPAC1 ag; B = IL-2 act; C = FUS yeast rescue; D = Abeta rescue; E = PLK1 PBD block; F = EPAC1 antag; G = PI5P4Ka inh; H = WRN helicase inh
O=C(/C=C/c1cccs1)Nc1scc(-c2ccccc2)c1C(=O)O
  A: -9%; B: -3.7; C: 11%; D: -38%[inhibitor]; E: ?; F: ?; G: ?; H: 32µM*

CCCc1cc(-c2ccc3c(c2)COc2c4ccccc4nn2-3)on1
  A: 2%; B: 1.0; C: -7%; D: -4%; E: 1%; F: -2%; G: 3; H: -3%[11.6 µM]

O=C(c1ccc(Cl)c([N+](=O)[O-])c1)N1CCN(Cc2ccc3c(c2)OCO3)CC1
  A: 18%; B: 0.0; C: 25%; D: -2%; E: -8%; F: -3%; G: 0; H: 3%

CC(=O)c1ccc(C(C)(C)c2ccc(C(C)=O)s2)s1
  A: 0%; B: -2.0; C: 12%; D: 19%; E: -10%; F: -25%; G: 0; H: 2%[57.1 µM]

Cc1cc(C)cc(NC(=O)NCc2ccccn2)c1
  A: 5%; B: -1.2; C: -15%; D: 8%; E: -2%; F: 0%; G: 7; H: -3%

O=C(c1cc(-c2ccccc2)on1)N1CCN(C(=O)c2ccco2)CC1
  A: 0%; B: -0.6; C: 8%; D: -5%; E: -6%; F: -7%; G: .; H: -2%

CNc1nc(C)c(C(=O)OCC(=O)OC)s1
  A: 1%; B: -2.9; C: 24%; D: 8%; E: -2%; F: 0%; G: .; H: 8%

Cc1ccc(CNc2cc(-c3nn4c(C)nnc4s3)ccc2C)s1
  A: 8%; B: 4.5; C: 9%; D: 10%; E: 2%; F: 11%; G: .; H: -9%

COc1ccccc1C(=O)Nc1cccc(NC(=O)c2ccccc2OC)n1
  A: 3%; B: -0.8; C: 13%; D: -6%; E: -8%; F: -8%; G: -1; H: -27%

CCc1c(C)nc2c(-c3ccccc3OC)c(C)[nH]n2c1=O
  A: -3%; B: 0.0; C: 11%; D: 2%; E: -7%; F: -3%; G: -1; H: 1%

CC1=Nc2ccccc2/C1=C\c1sc(Nc2ccc(C)cc2)nc1O
  A: 20%; B: -1.8; C: 34%; D: -3%; E: 6%; F: -7%; G: -66*; H: -4%

COC(=O)CSc1nc2cc(C)ccc2cc1C#N
  A: 4%; B: 103*; C: 8%; D: -2%; E: -3%; F: 2%; G: 1; H: -4%

O=C(CCC(=O)N1CCc2ccccc2C1)NCCc1ccc(Cl)cc1
  A: 0%; B: 0.1; C: 7%; D: ?; E: -7%; F: -29%; G: 4; H: -8%

CC1CCc2ccc(F)cc2N1S(=O)(=O)c1cccs1 (centres undefined)
  A: 28%; B: -0.8; C: 18%; D: 11%; E: -7%; F: -21%; G: .; H: -10%

CCOc1ccc(C(C)=O)cc1CN1C(=O)NC2(CCCCC2C)C1=O (centres undefined)
  A: -2%; B: -1.2; C: 23%; D: 4%; E: -6%; F: 9%; G: 1; H: 4%

Other entries.
Labels used below: A = EPAC1 ag; B = IL-2 act; C = FUS yeast rescue; D = Abeta rescue; E = PLK1 PBD block; F = EPAC1 antag; G = PI5P4Ka inh; H = WRN helicase inh
CC(NC(=O)C(=O)N1CCCCC1)C(c1cccs1)N1CCN(c2ccccc2)CC1 (centres undefined)
  A: 1%; B: -0.3; C: 18%; D: -2%; E: -17%; F: -5%; G: 1; H: 5%

CN(C)c1cccc(Nc2ccc(-c3ccc(OC(F)(F)F)cc3)cn2)c1
  A: -33%[inhibitor]; B: 0.2; C: 12%; D: -6%; E: -2%; F: -25%; G: -12; H: -7%

CCOC(=O)c1c(/N=C/c2cc(C)ccc2O)sc2c1CCN(C)C2
  A: -1%; B: 0.5; C: 16%; D: 3%; E: -10%; F: -5%; G: 1; H: 0%

CCc1nc2ccc(C(=O)Nc3ccc4c(c3)OCC(=O)N4)cn2c1N(CC)CCOC
  A: 1%; B: -0.4; C: -9%; D: -3%; E: -10%; F: -11%; G: -2; H: -4%[57.1 µM]

COC(=O)C1CC2=C(CCCC2=O)N(c2ccccc2)C1=O (centres undefined)
  A: -18%; B: 0.6; C: -21%; D: -4%; E: -25%; F: ?; G: -2; H: -3%

CCOC(=O)C1CCN(S(=O)(=O)c2ccc3c4c(cccc24)C(=O)N3)CC1
  A: -12%; B: -0.6; C: -11%; D: -14%; E: 0%; F: -11%; G: 2; H: 1%

C=CCSc1nc(C)c(CC(=O)OCC(C)C)c(=O)[nH]1
  A: -7%; B: -0.4; C: -5%; D: 5%; E: -1%; F: 8%; G: -3; H: 11%

CCCCNC(=O)NNc1nc(Cl)cc(C)c1C#N
  A: -6%; B: -0.6; C: -6%; D: -6%; E: 4%; F: -20%; G: 1; H: -6%

Cc1cccc(NC(=O)CSc2ccc3nnc(-c4cccnc4)n3n2)c1
  A: 8%; B: -0.1; C: 16%; D: 5%; E: -4%; F: 3%; G: -1; H: -18%

C=CCn1c(C)cc(C(=O)COC(=O)c2n[nH]c(=O)c3ccccc23)c1C
  A: 3%; B: -0.5; C: 7%; D: 10%; E: -5%; F: -5%; G: 0; H: -7%

O=C(CN(C(=O)CCC(=O)Nc1nccs1)c1ccc2c(c1)OCO2)NCc1ccc(F)cc1
  A: 2%; B: 0.1; C: 31%; D: ?; E: 3%; F: 25%; G: -2; H: -5%

CN(CC(=O)Nc1ccc(Cl)cc1)S(=O)(=O)c1ccc2c(c1)n(C)c(=O)c(=O)n2C
  A: 0%; B: -3.3; C: -5%; D: 1%; E: 5%; F: 5%; G: -2; H: 7%

COc1cccc(N2C(=O)C3CCCN3C2c2ccc(F)cc2)c1 (centres undefined)
  A: -10%; B: -0.1; C: 11%; D: 10%; E: 0%; F: 1%; G: 3; H: 7%

CCOC(=O)N1CCN(C(=O)c2ccc(N3C(=O)CCC3=O)cc2)CC1
  A: 2%; B: 1.7; C: -6%; D: -3%; E: -5%; F: 8%; G: .; H: 0%

Cc1c(C=O)c2ccccc2n1CC(=O)O
  A: 12%; B: 0.3; C: -18%; D: 3%; E: 2%; F: -18%; G: 4; H: -1%

O=C1CN(C(=O)c2cccs2)c2ccccc2N1
  A: 7%; B: 0.1; C: 8%; D: 4%; E: -9%; F: -3%; G: -14; H: -6%

O=C(c1cc(Sc2cccc(Cl)c2)nc2ccccc12)N1CCN(c2ccccn2)CC1
  A: 8%; B: -0.7; C: ?; D: -36%; E: ?; F: -15%; G: 2; H: -4%
